From PubChem
Mdm2-MdmX inh: inhibitors of human Mdm2-MdmX association, primary screen, cell-based, luminescence, split luciferase, SaOS-2, uHTS; SaOS-2 split-luciferase Mdm2/MdmX complementation; inhibition, % at 8 µM; 330,000 compounds, 3% hits; AID 485346, 2010;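 active = inhibition of at least 50% at 8 µM in the primary screen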
Target sequence (O15151 whole entry, looked up): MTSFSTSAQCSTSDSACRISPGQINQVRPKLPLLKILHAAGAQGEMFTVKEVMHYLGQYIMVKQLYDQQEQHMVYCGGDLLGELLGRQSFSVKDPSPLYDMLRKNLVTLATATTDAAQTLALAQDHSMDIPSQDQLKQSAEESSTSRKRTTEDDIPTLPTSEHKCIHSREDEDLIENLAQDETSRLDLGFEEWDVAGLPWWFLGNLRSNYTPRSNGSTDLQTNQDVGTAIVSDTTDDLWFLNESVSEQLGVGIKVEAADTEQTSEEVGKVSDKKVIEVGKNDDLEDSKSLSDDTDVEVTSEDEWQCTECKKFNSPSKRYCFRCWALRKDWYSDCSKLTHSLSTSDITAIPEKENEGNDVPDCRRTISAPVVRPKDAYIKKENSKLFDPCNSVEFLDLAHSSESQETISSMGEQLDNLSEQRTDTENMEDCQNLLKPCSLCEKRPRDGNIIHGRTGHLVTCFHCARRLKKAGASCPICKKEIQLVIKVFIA
Target sequence (Q00987 whole entry, looked up): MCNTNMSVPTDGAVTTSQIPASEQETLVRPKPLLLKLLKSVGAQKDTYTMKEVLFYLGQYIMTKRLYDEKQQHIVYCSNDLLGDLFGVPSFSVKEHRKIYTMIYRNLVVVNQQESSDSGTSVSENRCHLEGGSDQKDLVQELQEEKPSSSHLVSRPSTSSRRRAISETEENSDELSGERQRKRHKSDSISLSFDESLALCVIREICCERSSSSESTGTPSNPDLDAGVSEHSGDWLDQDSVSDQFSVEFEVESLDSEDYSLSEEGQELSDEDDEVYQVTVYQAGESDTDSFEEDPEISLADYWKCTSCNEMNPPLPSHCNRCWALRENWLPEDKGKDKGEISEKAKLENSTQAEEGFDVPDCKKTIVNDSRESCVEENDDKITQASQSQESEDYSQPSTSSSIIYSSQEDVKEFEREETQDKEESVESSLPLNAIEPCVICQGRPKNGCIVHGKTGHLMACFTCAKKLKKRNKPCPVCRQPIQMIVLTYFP
tim23-1 inh: growth inhibitors of tim23-1 mutant yeast, primary screen, luminescence, uHTS. inhibition, % at 20 µM. 330,000 compounds, 1.3% hits. AID 463212, 2010. S. cerevisiae tim23-1 growth, BacTiter-Glo luminescence, 24 h;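 active = growth inhibition of the mutant yeast at or above 50%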;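 also: temperature-sensitive mutant grown at 25 °C; plate controls were DMSO-treated mutant yeast for no effect and medium wells lacking yeast for full effect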
UPR CHOP act: activators of apoptotic CHOP UPR arm, primary screen, cell-based, CHO-CHOP luciferase reporter, luminescence, uHTS | UPR activation; percent of tunicamycin response over DMSO baseline | activation, % at 10 µM | 330,000 compounds, 0.34% hits | AID 449763, 2010;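 active = at 10 µM dose, activation of 40% or more, normalized to positive control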;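 also: 100% = tunicamycin at 10 µg/mL and 0% = DMSO alone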
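Test system: CHO CHOP reporter cells. Input: 500 CHO-CHOP cells per well. Medium: F12 with 10% FBS. Technique: luciferase luminescence. Measure: percent activation relative to tunicamycin control. Dosing: 10 µM compound, 0.5% DMSO. Timing: 16-18 h cell attachment, then 6 h compound exposure, 37 °C.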
APJ ag: agonists of human apelin receptor APJ, primary screen, CHO-K1 cells, PathHunter beta-arrestin, luminescence | P35414 | 0% DMSO wells, 100% apelin | 330,000 compounds, 0.11% hits | AID 2520, 2010 | activation, % at 20 µM;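 active = activation more than six SD over the plate average, tested at 20 µM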;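 also: 0% = DMSO alone and 100% = apelin-13 at 10 nM; some results filed as inactive read as strong as hits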
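Assay system: engineered CHO-K1 APJ arrestin reporter cells; Amount: 1000 CHO-K1 reporter cells seeded per well; Dosing: one dose, 20 µM compound, 1% DMSO; Times: compound stimulation 90 min at 25 °C, detection 60 min; Measured by: luminescent beta-gal fragment complementation, chemiluminescent substrate; Read-out: APJ–arrestin association signal; Controls: DMSO vs Apelin-13 10 nM.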
APJ antagonist: antagonists of human apelin receptor APJ, primary screen, CHO-K1 cells, beta-arrestin complementation, luminescence; inhibition, % at 20 µM; 330,000 compounds, 0.32% hits; AID 2521, 2010;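 active = inhibition above about 40% at 20 µM, limit read from the data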;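 also: cells challenged with 10 nM apelin-13 agonist together with compound; plate controls were apelin-13 plus DMSO wells for no effect and DMSO wells lacking apelin-13 for full effect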
697 NFkB inh: inhibitors of PMA/ionomycin-induced NF-kB reporter, 697 cells, primary screen, B-cell NF-kB inhibitor project, cell-based, luminescence, uHTS. 697 B-cell NF-kB luciferase reporter, 16 h. inhibition, % at 4 µM. 330,000 compounds, 0.33% hits. AID 435022, 2010; in the data active = inhibition above about 35%
Jurkat NFkB inh: inhibitors of induced NF-kB luciferase reporter, primary screen, TCR NF-kB activation inhibitor project, cell-based, luminescence, uHTS | Jurkat, PMA/ionomycin-induced NF-kB luciferase reporter | inhibition, % at 4 µM | AID 435003, 2010 | 330,000 compounds, 0.53% hits; in the data active = inhibition above about 50%
XBP1 UPR activ: activators of adaptive XBP1 UPR arm, primary screen, cell-based, CHO-XBP1 luciferase reporter, luminescence, uHTS. 330,000 compounds, 0.33% hits. activation, % at 20 µM. IRE1-XBP1 UPR activation; percent of tunicamycin response, DMSO as zero;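 active = versus positive control, 20 µM dose yields 30% or more activation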;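 also: 100% = tunicamycin at 10 µg/mL and 0% = DMSO only wells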
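Material: CHO cell line with stable XBP1 luciferase reporter; buffer or medium: F12 medium containing 10% fetal bovine serum; compound: single point, 20 µM final compound, 1% DMSO; incubation: 6 h treatment, 37 °C; measured by: glow luminescence from Steady-Glo reagent; evaluation: activation, % of tunicamycin; control set: tunicamycin high, DMSO low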
* = called active by the depositor. An unsorted share of the library; overall some 5% were active at least once.

Preview:
SMILES | Mdm2-MdmX inh | tim23-1 inh | UPR CHOP act | APJ ag | APJ antagonist | 697 NFkB inh | Jurkat NFkB inh | XBP1 UPR activ
S=c1[nH]nc(-c2ccncc2)n1/N=C/c1cn(-c2ccccc2)nc1-c1ccc(Cl)cc1 | 10.8 | 2.3 | 2.3 | -4.5 | 15.5 | -1.5 | -31.9 | 7.5
CCc1ccc(C(=O)NNC(=O)c2ccc(OCC(=O)N3CCOCC3)c(OC)c2)cc1 | 23.9 | -5.8 | -0.3 | -2.5 | -19.9 | 14.9 | 13.3 | 0.4

The listing, repeating the preview:
SMILES | Mdm2-MdmX inh | tim23-1 inh | UPR CHOP act | APJ ag | APJ antagonist | 697 NFkB inh | Jurkat NFkB inh | XBP1 UPR activ
S=c1[nH]nc(-c2ccncc2)n1/N=C/c1cn(-c2ccccc2)nc1-c1ccc(Cl)cc1 | 10.8 | 2.3 | 2.3 | -4.5 | 15.5 | -1.5 | -31.9 | 7.5
CCc1ccc(C(=O)NNC(=O)c2ccc(OCC(=O)N3CCOCC3)c(OC)c2)cc1 | 23.9 | -5.8 | -0.3 | -2.5 | -19.9 | 14.9 | 13.3 | 0.4
O=C1C2CCCN2C(c2ccc(F)c(F)c2)N1c1cccc(Cl)c1 (stereo not given) | 18.0 | 10.4 | 0.5 | -2.8 | 13.9 | 13.5 | -10.9 | -0.5
CC(=O)c1sc2nc(CSc3nncn3C)[nH]c(=O)c2c1C | 5.8 | 0.1 | 0.9 | -3.1 | -0.3 | 6.5 | 5.2 | -3.1
CC1CCCCC1NC(=O)CC1Oc2ccccc2NC1=O (stereo not given) | 2.5 | 29.7 | 1.0 | 3.0 | 16.5 | -13.0 | 6.7 | -3.9
N#Cc1ccc(OCC(=O)N2CCN(C(=O)c3ccco3)CC2)cc1 | 17.7 | 9.2 | -0.9 | 1.1 | -3.2 | 4.6 | -7.0 | -0.2
CC(C)(C)c1ccc(C(=O)N/N=C/c2cccc(Cl)c2)cc1 | -13.5 | 66.1* | 4.8 | -1.2 | 3.2 | -44.8 | -56.2 | 2.0
CS(=O)(=O)N1CCN(c2ccnc3cc(Cl)ccc23)CC1 | -4.6 | 8.5 | 0.6 | 1.0 | -1.0 | 7.1 | -0.8 | -2.4
CCCOC(=O)CCCCCCCCC(O)CN1CCCCC1 (stereo not given) | -0.7 | 30.8 | -0.7 | -3.4 | 14.4 | -10.9 | -10.8 | 1.2
COCCNC(=O)c1cc(-c2cccnc2)nc2ccc(Br)cc12 | -3.4 | 19.3 | -0.1 | -2.1 | -5.7 | -0.7 | -13.8 | 2.2
Cc1ccc(SCC(=O)NNC(=O)c2ccccc2)cc1C | -23.6 | 7.5 | 3.0 | -0.3 | 3.9 | 16.6 | -3.7 | 1.9
COc1ccccc1N(CC(=O)N/N=C/c1ccc(C(=O)O)cc1)S(=O)(=O)c1ccc(C)cc1 | -11.1 | 0.4 | -0.3 | -5.9 | -5.6 | 2.4 | -8.6 | -3.0
CN(C)CCCN(C(=O)c1ccco1)c1nc2c(F)cc(F)cc2s1 | 31.4 | 13.5 | -2.1 | -1.4 | -7.8 | 2.7 | -10.5 | -2.6
COc1ccc(C2C(C#N)=C(N)Oc3n[nH]c(C)c32)cc1CN1CCN(c2ccc(F)cc2)CC1 (stereo not given) | -8.9 | -1.4 | 2.9 | -3.0 | -0.9 | 6.0 | 13.7 | 2.3
Cc1cccc(NC(=O)C23CCC(C)(C(=O)O2)C3(C)C)c1 (stereo not given) | -1.1 | 3.8 | -0.9 | -1.2 | 5.2 | -8.7 | -3.9 | -2.5
CC1=NN(c2ccccc2)C(=O)/C1=C/c1cccs1 | 27.3 | 56.9* | 0.2 | -1.7 | 2.9 | 8.7 | 7.4 | 1.1
C[C@H]1C=C(C(=O)N2CCOCC2)O[C@@H](OCc2ccc(CO)cc2)C1 | 6.8 | -10.0 | 0.4 | -4.3 | -1.9 | 12.7 | 10.3 | -1.7
CCn1c2ccccc2c2cc(NC(=O)c3cccc(OC)c3)ccc21 | -33.5 | 32.4 | 2.5 | -2.8 | 16.5 | -101.3 | -79.7 | 1.2
O=C(NN1C(=O)NC2(CCCCC2)C1=O)c1ccc(-c2ccc(Cl)cc2)o1 | 2.2 | 6.6 | -1.1 | -1.6 | 4.8 | 13.1 | 4.4 | 12.1
COc1ccc(C(=O)NCc2csc(-c3cccs3)n2)cc1 | 9.2 | 17.4 | 0.8 | 0.5 | 12.1 | 4.6 | 11.4 | -3.7
Cc1c(C(=O)NNc2cc(=O)n(C)c(=O)n2C)cccc1[N+](=O)[O-] | -14.3 | 12.1 | 1.2 | -3.4 | 15.6 | 4.0 | 7.8 | 3.0
O=C(CN1CCOCC1)Nc1ccc(C2CCCCC2)cc1 | -34.0 | 2.0 | 2.8 | -0.5 | 9.6 | -8.1 | -32.4 | -0.4
Cc1nc2ccc(NC(=O)N3CCSCC3)cc2nc1C | 8.4 | 7.0 | 2.2 | -1.8 | -7.7 | -2.6 | -5.6 | -1.0
CCN1C(=O)CC(NC2CCN(C(=O)c3ccc(F)cc3)CC2)C1=O (stereo not given) | 18.3 | 14.4 | 1.9 | -4.5 | -28.4 | 11.2 | -1.0 | -2.7
COc1ccccc1N1CCN(C2CCCN(C(=O)c3ccoc3C)C2)CC1 (stereo not given) | 14.3 | 11.5 | -1.7 | -5.5 | 0.7 | 25.8 | 28.8 | -5.2
CCN(/C=N/c1sc2c(c1C#N)CCCCC2)CC | -80.6 | 25.0 | 5.7 | -3.0 | 10.2 | -73.5 | -102.8 | 0.7
COc1ccc(NC(=O)Nc2ccc3nsnc3c2)cc1 | -46.4 | -12.2 | 3.6 | -6.9 | 7.5 | -116.0 | -103.1 | 2.8
CCC(=O)Nc1ccc(C(=O)NCCCn2ccnc2)cc1 | 0.7 | 23.8 | -0.2 | -6.8 | 13.4 | -6.2 | -18.3 | 0.3
CCOC(=O)CSC1=Nc2ccccc2C2=NC(CC(=O)NCc3ccc4c(c3)OCO4)C(=O)N12 (stereo not given) | -7.7 | 23.4 | -2.1 | -4.7 | 8.0 | 9.5 | -1.3 | 1.1
O=C(C1CC1)N1CCN(c2ccc(O)cc2)CC1 | 3.5 | 10.7 | -1.1 | 1.3 | -3.9 | -30.7 | -12.8 | 2.6
COC(=O)c1c(NC(=O)CN2CCN(S(=O)(=O)c3ccccc3[N+](=O)[O-])CC2)sc2c1CCC(C)C2 (stereo not given) | -1.5 | 18.0 | -0.1 | 1.1 | -2.9 | -13.7 | -4.9 | -0.9
C=CCN1C(=O)[C@@H]2Cc3c([nH]c4ccccc34)C(c3cc(OC)c(OC)c(OC)c3)N2C1=S (stereo not given in full) | 50.7* | 19.7 | -0.1 | -5.1 | -5.1 | 1.8 | 3.5 | -0.1
COc1ccc(CCC(=O)Nc2nnc(C(C)(C)C)s2)cc1 | 27.8 | 16.5 | 0.3 | 0.2 | 1.7 | -0.9 | 21.2 | 1.8
COc1cccc2c1OCC(CN1CCN(Cc3ccccc3F)C(CCO)C1)=C2 (stereo not given) | 7.7 | 6.2 | -0.9 | -2.8 | 10.7 | -4.1 | 6.0 | -1.7
O=C1CC(c2cccnc2)c2cc3c(cc2N1)OCO3 (stereo not given) | -22.0 | -9.2 | -1.1 | -2.4 | 10.0 | -0.6 | 1.9 | -1.6
Cc1ccccc1NC(=O)c1cc(S(=O)(=O)Nc2cccc(C(=O)O)c2)ccc1Cl | -22.5 | 10.7 | 1.3 | -0.7 | -12.6 | -26.6 | -26.2 | 2.5
Cc1ccc(NC(=S)NNC(=S)NC2CCCCC2)cc1 | -6.2 | 0.6 | 0.9 | 0.8 | 19.2 | -10.7 | -26.7 | 1.1
COc1cccc(CN2CCN(Cc3nc(-c4cccs4)oc3C)CC2CCO)c1 (stereo not given) | 12.1 | 12.7 | 0.6 | -2.3 | -6.4 | -1.5 | 0.3 | 0.9
COC(=O)c1cc(C(=O)NCCN2C(=O)S/C(=C\c3cccs3)C2=O)cc([N+](=O)[O-])c1 | 26.2 | 13.1 | 0.0 | 7.2 | -5.6 | 6.7 | -2.4 | -0.8
CCCCNC(=O)COC(=O)CNC(=O)c1cc(Cl)cc([N+](=O)[O-])c1 | 1.1 | -1.7 | 0.4 | -1.5 | -31.4 | 1.4 | 2.0 | -1.8
CCOC(=O)C1(Cc2cccc(Cl)c2)CCCN(C(=O)C2CC2)C1 (stereo not given) | 6.2 | 12.3 | 2.8 | -3.4 | 16.4 | 4.6 | -5.5 | -0.5
O=C(c1ccccc1)c1cc2ccccc2o1 | 10.3 | 17.5 | 4.6 | -3.3 | 18.0 | -54.9 | -52.4 | 0.2
S=C(NCc1ccccc1)Nc1ccc(Oc2ccccc2)cc1 | 29.3 | 44.8 | 0.4 | -0.3 | 7.0 | 2.2 | -7.0 | 2.9
Cc1cc(C)c2[nH]c(C(=O)Nc3ccc(F)cc3Br)cc2c1 | 16.2 | 11.3 | 2.9 | -0.7 | -16.6 | -28.3 | 6.6 | -1.2
COc1ccc(C)cc1S(=O)(=O)N(C)CC(=O)N1CCN(C)CC1 | -0.5 | 10.3 | 5.8 | -4.7 | 7.3 | 6.9 | 16.5 | -1.3
COCCNC(=O)Cn1nc(C)c([N+](=O)[O-])c1C | -0.8 | 17.2 | 0.4 | -2.6 | -3.2 | 13.6 | -1.9 | -4.5
CCN(CC(=O)Nc1ccc(NC(C)=O)cc1)C(=O)/C=C/c1c(C)nn(-c2ccc(F)cc2)c1Cl | -25.2 | 1.5 | 0.7 | 1.9 | 22.0 | 0.1 | -0.9 | -0.3
CSc1ncccc1C(=O)OCC(=O)c1ccccc1 | 2.1 | 9.9 | 2.2 | -3.6 | 8.7 | 12.5 | 6.3 | -0.1
O=C(c1ccccc1Nc1ccc(SC(F)F)cc1)N1CCCCC1 | 29.6 | 16.8 | 0.7 | 1.2 | -9.4 | -1.4 | -10.4 | -2.7
COc1ccc(N2CCN(CC(=O)Nc3cccc(S(=O)(=O)N4CCOCC4)c3)CC2)cc1 | 21.2 | -9.2 | 1.8 | -2.2 | 4.8 | 0.1 | 5.0 | -0.9
Cc1ccc(NC(=O)CSc2nnc(CNC(=O)c3c(F)cccc3Cl)o2)cc1 | 26.6 | -5.5 | 1.0 | 1.5 | -6.6 | 21.2 | -1.4 | -2.4
COC(=O)c1ccccc1NC(=O)CN1CCC(C)CC1 | 2.8 | 11.5 | -1.2 | -3.6 | 13.3 | 15.5 | -9.6 | -3.2

An excerpt from above in order of the APJ antagonist value, highest first:
Structure	Mdm2-MdmX inh	APJ antagonist	697 NFkB inh	Jurkat NFkB inh	XBP1 UPR activ
CCOC(=O)C1(Cc2cccc(Cl)c2)CCCN(C(=O)C2CC2)C1 (stereo not given)	6.2	16.4	4.6	-5.5	-0.5
COC(=O)c1ccccc1NC(=O)CN1CCC(C)CC1	2.8	13.3	15.5	-9.6	-3.2
CSc1ncccc1C(=O)OCC(=O)c1ccccc1	2.1	8.7	12.5	6.3	-0.1
S=C(NCc1ccccc1)Nc1ccc(Oc2ccccc2)cc1	29.3	7.0	2.2	-7.0	2.9
COCCNC(=O)Cn1nc(C)c([N+](=O)[O-])c1C	-0.8	-3.2	13.6	-1.9	-4.5
Cc1cc(C)c2[nH]c(C(=O)Nc3ccc(F)cc3Br)cc2c1	16.2	-16.6	-28.3	6.6	-1.2
